Platelet DG rel: inhibitors of platelet dense granule secretion, primary screen, cell-based, MLPCN, human platelets. human platelet-rich plasma, SFLLRN dense granule ATP release, luminescence. inhibition, %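 (compounds screened at 7.5 µM in platelet-rich plasma)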. 300,000 tested, 0.22% active. AID 1663, 2009;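 active means mean replicate score, as percent of positive control, at or above 50; inconclusive means mean below 50 but at least one replicate at or above 50; inactive means mean and every replicate below 50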
KLF5 inhibitor: KLF5 expression inhibitors, primary screen, DLD-1 cells, luminescence | DLD-1 KLF5 promoter-luciferase reporter | inhibition, % at 5 µM | 290,000 tested, 0.23% active | AID 1700, 2009;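 active means inhibition above a per-plate limit of that plate's mean compound inhibition plus 3 SD, cut at about 60% in these data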;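 further: 0% = DMSO wells and 100% = LY294002 at 200 µM; higher means less KLF5 promoter-driven luciferase light; inactives centre near -14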
IEC-6 tox: cytotoxicity in IEC-6 intestinal epithelial cells, primary screen, cytotoxicity control for KLF5 inhibitor project, cell-based, luminescence | IEC-6 cytotoxicity, luminescence viability | AID 1825, 2009 | 290,000 tested, 0.78% active | inhibition, % at 5 µM; in the data active means inhibition above about 22%;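 further: 0% = plate median of test compound wells and 100% = cytotoxic reference compound wells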
HSF-1 act: HSF-1 activators, primary screen, NIH3T3-HGL cells, MG132 stress, luminescence, single point. NIH3T3-HGL HSF-1 luciferase reporter, 8 h; 100% = twice DMSO control signal. activation, % at 9 µM. AID 504408, 2011. 300,000 tested, 1.7% active;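 active means mean replicate activation of at least 50% with a set share of replicates each reaching 50%; inconclusive means only one of those two conditions met; inactive means mean below 50% and too few replicates reaching it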;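 further: 0% = median of the neutral control wells and 100% = twice that signal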
HIF activator: HIF pathway transcriptional activators, primary screen, cell-based, U2OS HRE-luciferase, luminescence; U2OS HRE-luciferase reporter; normalized: DMSO 0%, desferrioxamine 100%; activation, % at 7.5 µM (by protocol); 300,000 tested, 0.32% active; AID 1910, 2009;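 active means mean activation of at least 10% of the iron chelator positive control signal, with at least half of replicates also reaching 10%; inconclusive means mean and replicate majority disagree about reaching 10%; inactive means mean and most replicates under 10%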
HDAC3 inh: HDAC3 deacetylase inhibitors, primary screen, biochemical, fluorescence, cell-free homogeneous. Histone deacetylase 3 (Homo sapiens), O15379. recombinant HDAC3, fluorogenic peptide/trypsin coupled. inhibition, % at 8.3 µM. 320,000 tested, 0.15% active. AID 2718, 2010; in the data active means inhibition above about 26%, passing the limit was not always enough; inconclusive means no clear call, values can overlap the other calls
Target sequence (O15379 whole entry, looked up): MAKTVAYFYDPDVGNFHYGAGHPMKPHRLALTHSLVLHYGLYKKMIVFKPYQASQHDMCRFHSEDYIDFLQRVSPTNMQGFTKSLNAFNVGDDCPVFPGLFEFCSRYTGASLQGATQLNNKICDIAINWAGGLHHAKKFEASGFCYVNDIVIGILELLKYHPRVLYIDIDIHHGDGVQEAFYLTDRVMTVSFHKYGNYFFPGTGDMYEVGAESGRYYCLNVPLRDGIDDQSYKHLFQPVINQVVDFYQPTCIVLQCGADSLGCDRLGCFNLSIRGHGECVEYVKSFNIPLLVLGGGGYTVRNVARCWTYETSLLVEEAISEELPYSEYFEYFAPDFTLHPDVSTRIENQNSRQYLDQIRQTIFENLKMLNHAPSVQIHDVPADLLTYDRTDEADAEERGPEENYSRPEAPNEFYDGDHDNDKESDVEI
HSP90 inh: HSP90 inhibitors, primary screen, cell lysate, luminescence; 290,000 tested, 0.91% active; inhibition, % at 5.6 µM; AID 1789, 2009; Rabbit reticulocyte lysate, luciferase refolding luminescence, 3 h; Heat shock protein HSP 90 (rabbit reticulocyte lysate; luciferase refolding);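 active means inhibition above the screen-wide mean plus 3 SD, computed separately per campaign, cut at about 16% in these data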;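 further: 0% = DMSO wells and 100% = 60 µM geldanamycin wells; inhibitors lower the luminescence because luciferase stays unfolded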
AI-2 QS modul: Vibrio harveyi AI-2 quorum sensing modulators, primary screen, JMH597 strain, luminescence/OD600 ratio | Vibrio harveyi JMH597 AI-2 luminescence/OD600 ratio, 9 h; active compounds read low; strain lacks LuxN and CqsS sensors; 0 = neutral-control median | activity change, % at 7.5 µM | 300,000 tested, 0.4% active | AID 2094, 2009; in the data active means activity change below about -75%, passing the limit was not always enough; inconclusive means no clear call, values can overlap the other calls;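 further: luminescence divided by OD600 gain over 9 h not by final OD600 alone; inactives centre near 13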
HSF1 inhib: HSF1 inhibitors in luciferase reporter cells, primary screen, cell-based, NIH3T3, luminescence; NIH3T3-HGL HSE-luciferase, MG132-induced, luminescence 8 h; active compounds read low; activity change, negative = inhibition, % at 7.5 µM (by protocol); 300,000 tested, 0.77% active;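 active means more than half of replicate wells show activity change below -50%, luminescence cut by over half; inconclusive means some wells, but at most half, below -50%; inactive means no replicate well below -50%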;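 further: luciferase reports HSF-1 transcriptional activity via heat shock element; 0% = median of DMSO wells and -100% = zero luminescence signal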
aSyn 5UTR inh: MLPCN primary screen, SNCA 5' untranslated region; 300,000 tested, 0.82% active; inhibition, % (tested at 7.5 µM); alpha-synuclein 5'UTR reporter, inhibitor activity; in the data active means inhibition above about 60%; inconclusive means no clear call, values can overlap the other calls;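 further: H4 neuroglioblastoma cells stably carrying SNCA 5'UTR luciferase fusion; 0% = DMSO wells and 100% = positive control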
* hit, by the source's call; ? = inconclusive; . = no result given. Some of the compounds tested; the hit share may differ from the screen's.

smiles,KLF5 inhibitor,AI-2 QS modul,HIF activator,aSyn 5UTR inh,HSF1 inhib,HSF-1 act,IEC-6 tox,HSP90 inh,HDAC3 inh,Platelet DG rel
CN1/C(=C\C=C\C2=[N+](C)c3ccc4ccccc4c3C2(C)C)C(C)(C)c2ccccc21,71*,.,.,.,.,.,74*,8,10,.
CC(C)OCC(O)CN1CC2C[C@@H](C1)Cn1c2cccc1=O (stereo not given in full),-38,5,-0.7,-4,-13,2,-2,-2,-1,-2
C/C(=N\Nc1ccccc1)c1c(O)n(C)c(=O)n(C)c1=O,2,-1,-0.5,35,4,13,-7,-1,2,-1
Cc1ccc(N)c(C(=O)c2ccc(Br)cc2)c1,18,23,-0.1,18,1,11,6,-3,5,-5
Cc1ccnc(-n2c(C)cc(C=C3C(=O)N(C)C(=S)N(C)C3=O)c2C)c1,-14,9,0.5,-4,11,41,-4,-2,1,2
O=c1c2cc(Cl)cc(Cl)c2nc(CN2CCOCC2)n1-c1ccccc1F,-13,13,-0.3,14,3,14,2,2,-2,-7
CCOc1cc(C2NCc3ccccc3-n3cccc32)ccc1O (stereo not given),-15,16,-0.1,12,4,9,-4,-2,6,0
O=c1c2ccccc2nc(CN2CCOCC2)n1-c1ccccc1F,5,24,-0.6,-14,10,19,-10,2,-2,-5
COc1cccc(C2(O)CCN(Cc3ccncc3)CC2)c1,27,1,-0.3,7,-10,-4,-1,-1,-8,1
CCN(CC)CCN1Cc2ccccc2C1=N,23,4,0.2,-10,-1,-6,1,-3,9,-9
CC(C)[C@H]1C(=O)N2CCC[C@H]2[C@]2(O)O[C@](NC(=O)[C@@H]3C=C4c5cccc6[nH]cc(c56)C[C@H]4N(C)C3)(C(C)C)C(=O)N12,0,45,.,.,.,.,4,10,0,.
Cc1[nH]c2ccc(OC(F)(F)F)cc2c1CCNCc1ccc(Cl)cc1,-6,2,-1.7,18,-6,5,11,-1,7,1
O=c1c2ccc(Cl)cc2[nH]c(=S)n1-c1cccnc1,-7,-31,0.1,-8,-2,16,2,3,-1,27
CCCCn1c(=O)c(C(=O)NCc2ccccc2Cl)c(O)c2ccccc21,5,14,-5.9,-7,13,13,-1,-1,3,-3
CC(=NCCCn1ccnc1)c1c(O)n(-c2ccccc2)c(=O)[nH]c1=O,-10,3,-0.4,3,-6,4,-6,-8,0,1

smiles,KLF5 inhibitor,AI-2 QS modul,HIF activator,aSyn 5UTR inh,HSF1 inhib,HSF-1 act,IEC-6 tox,HSP90 inh,HDAC3 inh,Platelet DG rel
Cc1ccc(S(=O)(=O)NC(Cc2cnc[nH]2)C(=O)O)cc1 (stereo not given),-19,14,0.0,13,4,-12,-3,-8,13,-1
CCC1(CC)C(=O)NC(=NCCc2c[nH]c3ccccc23)NC1=O,13,17,0.1,7,-6,6,7,7,-2,0
CCNc1ccc(P(=S)(N(C)C)N(C)C)cc1,10,1,0.1,-12,7,14,4,-2,6,3
CCOC(=O)c1c(C)[nH]c(C(=O)C(C)N2CCCC2)c1C (stereo not given),-18,15,0.1,20,-5,9,-4,2,.,14
C=CCN1C(=O)NC(=O)/C(=C\c2ccc(-c3ccccc3[N+](=O)[O-])o2)C1=O,-7,5,0.0,-14,-2,-6,-1,1,1,-6
C=C(C)CN1CC[C@]23c4c5ccc(O)c4O[C@H]2c2[nH]c4ccccc4c2C[C@@]3(O)C1C5,6,15,-0.2,54,-12,-22,-1,-2,8,7
CCN(CC)c1ccc(C=C2C(=O)NC(=S)NC2=O)cc1,-16,33,-0.7,-4,2,19,-4,1,1,-9
COc1ccc(-c2nn(CCC#N)cc2C(=O)O)cc1,-43,24,0.0,-9,-3,0,-9,-3,0,0
O=c1[nH]c(=S)n(Cc2ccc(F)cc2)c(O)c1C=NCCCn1ccnc1,7,0,0.1,9,-4,6,-1,0,8,-7
c1ccc(C2OCCN3CCCCC23)cc1 (stereo not given),3,.,.,.,.,.,0,1,1,.
C=CP(=O)(O)c1ccccc1,-21,2,-0.6,20,4,-8,3,-3,-2,4
Cc1cc(/C=C2\C(=O)NC(=O)N(c3ccc(Cl)cc3)C2=O)c(C)n1-c1sc2c(c1C#N)CCCC2,-23,18,-0.2,18,-6,-27,-1,3,-1,-1
CCC12CN3CC(CC)(CN(C1)C3c1cccnc1)C2=O (stereo not given),12,7,-0.2,9,8,4,-1,2,-2,-40
CCc1ccc(CN2CCN(C(=O)Cc3ccccc3)CC2)cc1,1,18,0.2,4,-4,-12,4,0,5,-4
C=CCN1C(=O)NC(=O)/C(=C/c2ccc(OCC(=O)Nc3ccc(C)cc3)cc2)C1=O,-11,19,0.6,-17,3,34,0,9,-1,-5

smiles,KLF5 inhibitor,AI-2 QS modul,HIF activator,aSyn 5UTR inh,HSF1 inhib,HSF-1 act,IEC-6 tox,HSP90 inh,HDAC3 inh,Platelet DG rel
CC1=CC(=C2C(=O)NC(=S)NC2=O)C=C(C(F)(F)F)N1Cc1ccccc1,25,6,-1.0,113*,-7,10,9,3,-6,2
CCc1sc(C(=O)N2CCC3(CC2)OCCO3)cc1Br,-3,19,0.3,-3,0,-4,6,5,-2,4
Nc1c2c(nc3ccccc13)CCN(Cc1ccccc1)C2,-22,17,-0.2,-15,0,-3,1,3,-1,4
CCOC(=O)C1C(=O)NC2(C)CC1c1cc(OC)ccc1O2 (stereo not given),-28,-4,0.7,8,-1,14,-1,-2,-5,-1
COc1ccccc1N1CCN(Cc2cccc(OC)c2O)CC1,-12,12,-0.2,-5,60,88*,2,0,?,7
CC(C)(C)NC(=S)N1CCn2cccc2C1c1cccnc1 (stereo not given),-18,40,0.0,-5,-2,-1,-6,-5,1,-2
COC(=O)C1=C(N)Oc2c(c(=O)oc3ccccc23)C1c1cccnc1 (stereo not given),-40,-7,-0.2,2,-4,2,2,1,5,30
CCN1C(=O)C(=C2C=C(C)OC(C)=C2)C(=O)N(CC)C1=S,-10,33,0.3,-75,4,15,-2,-6,-3,-1
COC(=O)c1ccccc1NC(=O)N1C[C@@H]2C[C@@H](C1)c1cccc(=O)n1C2,-8,14,-0.1,3,2,13,1,-7,2,0
COc1cc(Br)c(CNCCc2ccc3c(c2)OCO3)cc1OC,-21,8,-1.9,5,-3,-5,-6,-2,5,0
O=C1NC(=S)NC(=O)C1=Cc1ccc(OCC(=O)N2CCCC2)cc1,-6,2,0.2,-2,-4,1,-1,1,-2,-4
CC1(C)CN=C(Nc2ccc(F)c(F)c2)S1,-23,12,-0.2,-9,6,5,6,6,8,4
Clc1ccc2c(c1)C(OC1CN3CCC1CC3)c1ccccc1CS2 (stereo not given),11,16,0.0,-22,9,4,8,0,2,-1
C=CCN1C(=O)NC(=O)C(Cc2ccc(OC)c(OC)c2)C1=O (stereo not given),-13,30,-0.6,4,3,3,-1,0,-9,0
CC(C)CCC1(CN2CCCC2=O)C(=O)NC(=O)NC1=O,-21,12,-0.1,6,1,8,4,0,7,-1

smiles,KLF5 inhibitor,AI-2 QS modul,HIF activator,aSyn 5UTR inh,HSF1 inhib,HSF-1 act,IEC-6 tox,HSP90 inh,HDAC3 inh,Platelet DG rel
Cc1[nH]c2c(Cl)cccc2c1CCN,-13,19,2.6,21,0,11,-1,4,5,6
CCCCC/C(=N\O)c1c[nH]c2ccccc12,1,?,.,-6,13,25,1,0,12,1
COc1ccccc1N1CCN(Cc2cnc(-c3ccccc3)[nH]2)CC1,-10,30,0.0,3,-17,-3,4,0,5,-3
CCc1ccc(NC(=O)C(C)OC(=O)c2c(C)nn(Cc3ccccc3)c2Cl)cc1 (stereo not given),-24,4,-0.1,43,-2,1,-2,2,11,-5
Cc1cccc(C)c1NC(=O)c1cccn(Cc2ccc3c(c2)OC(F)(F)O3)c1=O,-1,49,-0.2,24,15,10,3,6,3,-3
CCC(=NCCCN(CC)CC)c1c(O)n(C2CCCCC2)c(=O)[nH]c1=O,-32,23,0.2,5,-5,-12,-3,4,-5,3
Cc1ccc(Cl)cc1-n1c(O)c(C=NCCCN2CCOCC2)c(=O)[nH]c1=O,-2,18,-5.1,4,-9,10,1,2,0,2
CN1C[C@H](CO)C[C@@H]2c3cccc4[nH]cc(c34)C[C@H]21,-19,-1,2.4,6,-3,-15,-7,1,0,3
CCOC(=O)C1=C(N)OC(C)=C(C(=O)OCCOC)C12C(=O)Nc1ccccc12 (stereo not given),-8,16,-0.5,-9,-2,5,0,0,-1,1
Cc1cccc(CN2CCN(C(=O)Cc3ccccc3)CC2)c1,-34,13,-0.1,17,-2,10,3,2,-1,8
COc1ccc(/C=C/C(=O)NC(=S)N2C[C@H]3C[C@H](C2)c2cccc(=O)n2C3)cc1OC,2,18,0.0,18,2,-7,0,-2,5,0
CC[n+]1c(SC)ccc2cc(OC)ccc21,-18,13,0.0,-22,-8,7,-6,-1,-1,-4
O=C(Cn1cc(C(=O)c2ccccc2F)c2ccccc21)NC1CC1,-1,.,-0.8,11,-6,6,-2,1,1,1
CN1c2ccc([N+](=O)[O-])cc2CC2(C(=O)NC(=O)NC2=O)C1c1ccccc1 (stereo not given),5,-1,-0.4,24,9,21,-3,-4,5,7
O=C(Nc1ccc(Cl)cc1)N1CC2CC(C1)c1cccc(=O)n1C2 (stereo not given),-47,-2,1.0,-56,7,18,6,1,0,-3
COc1ccc(-c2nn(CCC#N)cc2C(=O)Nc2ccc(C(C)=O)cc2)cc1,-22,-16,0.6,-10,1,5,-2,2,0,2
Cc1nn(Cc2c(Cl)cccc2Cl)c(Cl)c1C(=O)O,-1,19,0.7,9,0,0,3,5,-1,2
CCN1CCN(c2ncnc3ccc(Br)cc23)CC1,2,3,?,-21,-19,-14,3,7,-1,6

Rewritten with two lines to a compound: entries from further up.
Values in the order: KLF5 inhibitor, AI-2 QS modul, HIF activator, aSyn 5UTR inh, HSF1 inhib, HSF-1 act, IEC-6 tox, HSP90 inh, HDAC3 inh, Platelet DG rel
Cc1[nH]c2c(Cl)cccc2c1CCN
    -13, 19, 2.6, 21, 0, 11, -1, 4, 5, 6
CCCCC/C(=N\O)c1c[nH]c2ccccc12
    1, ?, ., -6, 13, 25, 1, 0, 12, 1
COc1ccccc1N1CCN(Cc2cnc(-c3ccccc3)[nH]2)CC1
    -10, 30, 0.0, 3, -17, -3, 4, 0, 5, -3
CCc1ccc(NC(=O)C(C)OC(=O)c2c(C)nn(Cc3ccccc3)c2Cl)cc1 (stereo not given)
    -24, 4, -0.1, 43, -2, 1, -2, 2, 11, -5

Screening results from PubChem.
